# Source: PubChem
# HIF activator – HIF pathway transcriptional activation; U2OS HRE-luciferase reporter, luminescence; normalized: DMSO 0%, desferrioxamine 100%; activation, % at 7.5 µM (by protocol); 0.32% of 300,000 active;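 active = mean activation of at least 10% of the iron chelator positive control signal, with at least half of replicates also reaching 10%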
# MrgX1 agonist – activates human MrgX1 receptor signaling | 0.44% of 310,000 active | AID 588627 | Q96LB2 | MrgX1-HEK293 cells, Fluo-4 calcium fluorescence, agonist mode; stronger effect = higher value | B-score at 10 µM;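 active = calcium response B-score plate-corrected fluorescence ratio at least 3 library SD, with starting fluorescence B-score inside 5 SD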
#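 Material: MrgX1-expressing HEK293 cells / Dosing: compound as first of three additions / Incubation: overnight seeding, then 1 h dark dye loading / Signal: Fluo-4 NW calcium fluorescence / Evaluation: B-scored fluorescence response ratio / Benchmarks: positive and negative control wells on each plate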
# RGS4 block – human RGS4 inhibition. P49798. HEK293 M3R/RGS4 inducible, Fluo-4 calcium flux; stronger effect = higher value; triggered by carbachol at its EC20. 0.45% of 310,000 active. B-score at 10 µM;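 active = B-score, a plate-corrected calcium signal, over three deviations above library mean, with baseline fluorescence within five deviations of library mean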;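 also: RGS4 expression induced by doxycycline in cells with stable M3 receptor; B-score is computed from the integrated fluorescence ratio over baseline after carbachol; higher B-score means a larger calcium signal and so more RGS4 inhibition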
# Target sequence (P49798 whole entry, looked up): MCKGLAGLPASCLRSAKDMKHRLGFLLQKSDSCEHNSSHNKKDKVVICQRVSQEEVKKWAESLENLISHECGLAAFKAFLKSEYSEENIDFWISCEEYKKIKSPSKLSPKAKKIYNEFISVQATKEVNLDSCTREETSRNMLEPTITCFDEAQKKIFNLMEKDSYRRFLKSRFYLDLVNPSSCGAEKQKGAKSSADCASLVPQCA
# RGS4 act – potentiators or activators of RGS4 | HEK293 M3R/inducible RGS4, carbachol calcium flux Fluo4; stronger effect = lower value | B-score at 10 µM | 0.92% of 310,000 active;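 active = B-score of the integrated calcium signal more than 4 SD below the library mean, with starting fluorescence not abnormally high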;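 also: negative B-score means reduced calcium response which marks RGS4 activation or potentiation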
#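 Test system: HEK293 cells with stable M3R and inducible RGS4; also added: carbachol at ECmax as muscarinic agonist stimulus; schedule: dye loading 30 min 37 °C, buffer rest 30 min RT; technique: kinetic calcium fluorescence imaging with Fluo4-AM dye, 2 µM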
# TRPC4 block – TRPC4 (mouse) channel inhibition. HEK293 TRPC4beta/mu-opioid, DAMGO-evoked Fluo4 calcium flux; stronger effect = lower value. B-score at 10 µM. Q9QUQ5. 0.39% of 300,000 active;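 active = B-score over 3 SD under the library average, no early fluorescence shift, positive overall ratio signal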
#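 Assay system: HEK293 cells with stable TRPC4beta plus mu-opioid receptor expression. Dosing: single dose. Measured by: Fluo4 Ca2+ flux fluorescence. Also added: DAMGO in two steps, submaximal then maximal. Read-out: B score from integrated Fluo4 fluorescence ratio.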
# MrgX1 PAM – human MrgX1 positive allosteric modulation, primary screen; Q96LB2; MrgX1-HEK293, Fluo-4 calcium flux, FDSS; stronger effect = higher value; B-score at 10 µM; 0.63% of 310,000 active; AID 588675;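 active = plate-corrected calcium response at least 3 library SD above typical, normal starting fluorescence, not activating the receptor alone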;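 also: compound read alongside a low EC10 to EC30 dose of BAM8-22 agonist; peak minus trough fluorescence over baseline measured at the second addition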
# TRPC6 inh – mouse TRPC6 channel inhibition | Q61143 | HEK293-TRPC6, membrane potential dye, ACh-evoked depolarization; stronger effect = lower value | B-score at 10 µM | 1.1% of 310,000 active;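 active = B-score under library mean minus 3 SD, initial fluorescence not abnormally high, positive integrated signal ratio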;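 also: B-score derived from integrated fluorescence ratio over the kinetic read; more negative B-score means stronger inhibition of depolarization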
# Target sequence (Q61143 whole entry, looked up): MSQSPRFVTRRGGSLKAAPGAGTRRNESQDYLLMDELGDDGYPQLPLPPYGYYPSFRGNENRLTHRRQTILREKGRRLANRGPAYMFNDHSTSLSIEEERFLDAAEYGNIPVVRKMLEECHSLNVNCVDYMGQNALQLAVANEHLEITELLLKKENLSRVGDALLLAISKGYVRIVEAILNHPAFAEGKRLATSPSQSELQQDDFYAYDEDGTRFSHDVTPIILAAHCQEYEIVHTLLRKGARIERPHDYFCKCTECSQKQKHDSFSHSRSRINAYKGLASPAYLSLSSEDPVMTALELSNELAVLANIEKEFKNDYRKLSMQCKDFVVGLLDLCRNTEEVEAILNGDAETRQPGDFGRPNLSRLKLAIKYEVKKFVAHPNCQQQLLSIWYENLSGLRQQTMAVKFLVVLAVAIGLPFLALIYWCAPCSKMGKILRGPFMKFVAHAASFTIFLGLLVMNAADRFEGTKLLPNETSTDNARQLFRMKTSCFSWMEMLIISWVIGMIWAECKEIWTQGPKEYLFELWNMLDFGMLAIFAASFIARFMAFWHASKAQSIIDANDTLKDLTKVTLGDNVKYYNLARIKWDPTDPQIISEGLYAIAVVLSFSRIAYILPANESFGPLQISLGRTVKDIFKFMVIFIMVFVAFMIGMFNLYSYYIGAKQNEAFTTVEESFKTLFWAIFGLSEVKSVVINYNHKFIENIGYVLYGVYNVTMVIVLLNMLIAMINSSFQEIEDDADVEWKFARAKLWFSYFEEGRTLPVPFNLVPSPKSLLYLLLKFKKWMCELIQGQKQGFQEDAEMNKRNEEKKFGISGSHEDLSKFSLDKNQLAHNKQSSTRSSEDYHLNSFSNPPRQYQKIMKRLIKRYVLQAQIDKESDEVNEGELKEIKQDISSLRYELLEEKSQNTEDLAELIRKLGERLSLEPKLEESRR
# TRPC6 activator – activators of mouse TRPC6 channel. AID 2550. 0.13% of 310,000 active. HEK293-TRPC6 membrane potential dye fluorescence; stronger effect = higher value. Q61143. B-score at 10 µM;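 active = B-score of the integrated fluorescence ratio above library mean plus 3 SD, and starting fluorescence ratio within library mean plus 5 SD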;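 also: higher score means more depolarization so channel activation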
# MrgX1 antagonist – human MrgX1 receptor antagonism, primary screen. Q96LB2. MRGX1-HEK293 calcium flux, Fluo-4, BAM8-22 antagonism; stronger effect = lower value. B-score at 10 µM. 1.3% of 310,000 active. AID 588676;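 active = calcium-response B-score plate-corrected more than 3 library SD below zero, starting fluorescence within 5 deviations, no agonist response on first addition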;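 also: peak minus trough fluorescence over baseline after final BAM8-22 challenge near maximal dose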
# SKKanGAS inh – inhibitors of SKKanGAS S. pyogenes growth in kanamycin (SK-promoter or general growth effect). BacTiter-Glo, 6 h. inhibition, % at 7.5 µM. 1.3% of 300,000 active;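 active = mean replicate score, as percent of positive control median, at least 50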;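 also: strain carries kanamycin resistance gene driven by streptokinase promoter and grows in 40 µg/ml kanamycin; loss of luminescence reflects streptokinase promoter inhibition or plain growth inhibition; 0% = median of DMSO wells and 100% = positive control at its reference dose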
# Platelet DG rel – platelet dense granule release activity; human platelet-rich plasma, SFLLRN dense granule ATP release, luminescence; inhibition, %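 (compounds screened at 7.5 µM in platelet-rich plasma)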; 0.22% of 300,000 active; AID 1663;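 active = mean replicate score, as percent of positive control, at or above 50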
# Numbers without * were called inactive; i = inactive; . = no result given. No enrichment for hits. About 6.1% of those tested had a hit in this group.
SMILES,HIF activator,MrgX1 agonist,RGS4 block,RGS4 act,TRPC4 block,MrgX1 PAM,TRPC6 inh,TRPC6 activator,MrgX1 antagonist,SKKanGAS inh,Platelet DG rel
COc1ccc(NC(=S)Nc2cccnc2)c(OC)c1,-0.1,i,i,i,i,i,i,i,i,-0.4,1.6
O=C(NCc1ccco1)C(=O)NCc1ccccc1Cl,1.6,i,i,i,i,i,i,i,i,1.5,7.8
CCn1c2ccccc2c2cc(NC(=O)C/C(C)=N/NC(=O)c3ccccc3N)ccc21,4.6,i,i,i,i,i,i,i,i,4.7,2.9
CCOc1ccc(NC(=O)c2ccc(Cl)c(NC(=O)c3ccco3)c2)cc1,-0.1,i,i,i,i,i,i,i,i,-5.2,0.1
O=C(COC(=O)c1cccc(Cl)c1Cl)NC1CCCC1,-3.5,i,i,i,i,i,i,i,i,-0.7,-1.8
CCOC(=O)CSc1nc2c(sc(=S)n2Cc2ccco2)c(=O)n1-c1ccccc1,-0.6,i,i,i,-6*,i,i,i,i,7.4,-0.6
CCOC(=O)c1[nH]c2ccccc2c1NC(=S)Nc1cccc(C)c1C,1.7,i,i,i,i,i,i,i,i,-1.3,-13.0
O=C(CSc1ccc(F)cc1)N1CCOCC1,1.1,i,i,i,i,i,i,i,i,0.2,-1.4
O=C(/C=C/Nc1cccc(C(F)(F)F)c1)c1ccco1,2.1,i,i,i,i,i,i,i,i,7.6,8.9
CCn1nc(C(=O)Nc2cccc3ccccc23)c(Cl)c1Cl,0.4,i,i,i,i,i,i,i,i,-1.5,-2.2
CCCCN(CC)S(=O)(=O)c1ccccc1,-0.3,i,i,i,i,i,i,i,i,-2.8,-2.2
CCOc1ccccc1NC(=O)c1ccoc1C,-0.5,i,i,i,i,i,i,i,i,0.7,0.1
Cc1ccc(Nc2nc(-c3c(C)nc4ncccn34)cs2)cc1,0.4,i,i,i,i,i,i,i,i,-3.6,-6.8
CC(C)c1ccc(NC(=O)/C(C#N)=C/c2ccncc2)cc1,-0.1,i,i,i,i,i,i,i,i,-4.8,-15.2
O=C(CN1CCCCCC1)Nc1ccc(Br)cc1[N+](=O)[O-],0.1,i,i,i,i,i,i,i,i,2.6,-4.0
CC1CC(=O)N(CC(=O)NC2CCCCC2)c2ccccc2S1 (centres undefined),-0.1,i,i,i,i,i,i,i,i,6.4,1.7
COc1ccc(C(=O)NNC(=O)C2=NN(c3ccccc3)C(=O)CC2)cc1,-0.5,i,i,i,i,i,i,i,i,-2.8,-2.4
CCN(CC)c1ccc2cc(C(N)=O)c(=O)oc2c1,1.4,i,i,i,i,i,i,i,i,2.3,6.0
COc1ccc(C(=O)NCc2ccccc2OC)cc1,0.3,i,i,i,i,i,i,i,i,3.8,8.0
CC(C)n1c(O)c(/C=C2\C=Nc3ccccc32)sc1=Nc1ccccc1,-0.1,i,i,i,i,i,i,i,i,-18.4,10.4
Cc1ccc(C)c(-n2c(SCC(=O)Nc3nonc3C)nnc2-c2ccoc2C)c1,0.4,i,i,i,i,i,i,i,-5.41*,0.7,8.3
N#C/C(=C\c1ccc(Br)s1)C(=O)N1CCN(c2ccccc2)CC1,-0.3,i,i,i,i,i,i,i,i,0.2,-27.7
C=CCn1c(SC(C)C(=O)NC2(C#N)CCCCC2)nnc1-c1ccc(OC)cc1 (centres undefined),0.1,i,i,i,i,i,i,i,i,1.5,-1.7
COCCCNC(=O)c1ccccc1N(Cc1ccccc1)S(=O)(=O)c1ccccc1,0.4,i,i,i,i,i,i,i,i,-11.6,12.4
Cc1ccc2nc(SCc3nc4ccccc4c(=O)[nH]3)[nH]c2c1,4.1,i,i,i,i,i,i,i,i,-7.9,4.1
COC(=O)C1=C(C)C(c2ccc(OC)cc2)NC(=S)N1 (centres undefined),0.3,i,i,i,i,i,i,i,i,-3.8,1.0
CN(C)c1ccc(NC(=O)CSc2nc(N)c(C(=O)Nc3ccc(N(C)C)cc3)s2)cc1,-1.8,i,i,i,i,i,i,i,i,3.7,7.0
CN(Cc1cnccn1)C(=O)C1CCC(=O)N(CCc2ccccc2)C1 (centres undefined),-0.1,i,i,i,i,i,i,i,i,-2.6,2.5
COC(=O)c1ccccc1NC(=O)c1cc2n(n1)C(C(F)F)CC(C(F)F)N2 (centres undefined),0.1,i,i,i,i,i,i,i,i,1.2,1.3
CCN1CN(Cc2ccccc2)CNC1=S,0.9,i,i,i,i,i,i,i,i,4.3,7.1
O=C(N/N=C/c1ccc(Br)s1)c1ccncc1,0.3,i,i,i,i,i,i,i,i,-16.0,-1.7
Cc1ccc(Cn2ccc(NC(=O)c3cc(-c4cccs4)on3)n2)cc1,0.4,i,i,i,.,i,i,i,i,1.7,-2.6
COc1cc(C(=O)NCC2CCCO2)ccc1OCc1ccc(Cl)cc1Cl (centres undefined),-0.3,i,i,i,i,i,i,i,i,2.7,7.2
CC1(C)Cc2c(c(N3CCOCC3)nc3sc(C(=O)N4CCCCC4)c(N)c23)CO1,-0.4,i,i,i,i,i,i,i,i,-0.7,39.2
CC(=O)N1C(=O)C(=C2C=C(C)OC(C)=C2)c2ccccc21,0.2,i,i,i,i,i,i,i,i,-13.5,-2.9
COc1ccccc1CC(=O)NC1CCC(C)CC1 (centres undefined),0.3,i,i,i,i,i,i,i,i,-3.9,6.7
CCN(CC)C(=O)Cn1cc(C(=O)C(=O)NCCCN2CCCCC2)c2ccccc21,-0.2,i,i,i,i,i,i,i,i,3.4,-11.6
CC(=O)N1CCc2cc(S(=O)(=O)CCC(=O)N3CCN(c4cc(C)ccc4C)CC3)ccc21,-1.0,i,i,i,i,i,i,i,i,-0.3,0.5
COc1ccc2[nH]c(C(=O)NCCN3CCCCC3)cc2c1,-1.8,i,i,i,i,i,i,i,i,0.0,10.5
CCOC(=O)Cn1c(=NC(=O)C(C)(C)C)sc2cc([N+](=O)[O-])ccc21,-0.1,i,i,i,i,i,i,i,i,3.5,6.0
CCOc1ccc(S(=O)(=O)N2CCN=C2Cc2ccccc2)cc1C,-0.3,i,i,i,i,i,i,i,i,-1.6,0.0
O=C(NCc1ccc(F)cc1)C(Cc1ccccc1)NS(=O)(=O)c1cccs1 (centres undefined),-0.5,i,i,i,i,i,i,i,i,-2.2,4.1
O=C(c1ccc2nc(N3CCOCC3)sc2c1)N1CCCC1,0.2,i,i,i,i,i,i,i,i,-1.2,4.1
O=C(O)CC/C(=N\NC(=O)CNC(=O)c1ccc(F)cc1)c1ccccc1,-0.3,i,i,i,i,i,i,i,i,4.2,8.0
CN1C(C(=O)NCc2ccco2)=CC(c2ccc(F)cc2)=NS1(=O)=O,-0.6,i,i,i,i,i,i,i,i,-6.1,-5.2
CCCOc1ccc(C(=O)CCNC(Cc2c[nH]c3ccccc23)C(=O)O)cc1 (centres undefined),-1.0,i,6.71*,i,i,i,i,i,i,-3.1,-2.2
COc1ccc(C(NC(=O)/C=C/c2ccco2)c2ccc(OC)cc2)cc1,-0.2,i,i,i,i,i,i,i,i,4.6,-1.6
O=CNc1ccc(OC(=O)c2cncc(Br)c2)cc1,-1.3,i,i,i,i,i,i,i,i,-0.1,1.4
Cc1c(CCC(=O)O)c(=O)n2c([nH]c3ccccc32)c1C#N,-0.6,i,i,i,i,i,i,i,i,1.5,-0.5
O=C1CC(N2CCC(Cc3ccccc3)CC2)C(=O)N1CCc1ccccc1 (centres undefined),-0.2,i,i,i,i,i,i,i,i,-0.1,-7.1
CC(=O)N(c1ccccc1)c1nnc(-c2cnc(C)cn2)s1,1.9,i,i,i,i,i,i,i,i,-2.3,0.0
C=CCn1c(SCC(=O)NC2CCS(=O)(=O)C2)nnc1-c1ccncc1 (centres undefined),0.1,i,i,i,i,i,i,i,i,-21.2,-2.1
COC(=O)CSc1nnc(-c2ccccc2O)n1-c1ccc(C)cc1,-0.4,i,i,i,i,i,i,i,i,-22.0,2.0
O=C(NNC1=NS(=O)(=O)c2ccccc21)C1CC(=O)N(c2ccccc2)C1 (centres undefined),0.0,i,i,i,i,i,i,i,i,-4.7,-0.1
COc1ccccc1Nc1ccc2nonc2c1[N+](=O)[O-],1.0,i,i,i,i,i,i,i,i,-0.5,-4.6
C[C@@H]1C(=O)O[C@H]2[C@H](O)[C@@]34[C@H]5C[C@@H](C(C)(C)C)[C@]36[C@@H](OC(=O)[C@@H]6O)O[C@@]4(C(=O)O5)[C@@]12O,0.4,i,i,i,i,i,i,i,i,2.2,-4.2
CCOC(=O)c1csc(N/N=C2\CCCc3ccccc32)n1,1.1,i,i,i,i,i,i,i,i,49.9*,4.4
COc1ccc(NC(C)=O)cc1S(=O)(=O)NC1CCSc2ccccc21 (centres undefined),-1.1,i,i,i,i,i,i,i,i,-6.8,-4.1
CC(Nc1ncnc2sccc12)c1ccccc1 (centres undefined),-2.6,i,i,i,i,i,i,i,i,2.0,8.6
Cc1ccnc(NS(=O)(=O)c2ccccc2)n1,-0.4,i,i,i,i,i,i,i,i,-2.1,5.8
# Other entries:
SMILES,HIF activator,MrgX1 agonist,RGS4 block,RGS4 act,TRPC4 block,MrgX1 PAM,TRPC6 inh,TRPC6 activator,MrgX1 antagonist,SKKanGAS inh,Platelet DG rel
Cc1c(Cl)cccc1-n1c(SCC(=O)N2CCC(C(=O)O)CC2)nnc1-c1ccncc1,0.0,i,i,i,i,i,i,i,i,5.8,-2.2
O=C(CCc1nc2ccccc2c(=O)[nH]1)OCc1nnc(-c2ccccc2)o1,0.5,i,i,i,i,i,i,i,i,0.7,5.4
CCCCNC(=O)COC(=O)c1ccc(C)c(NC(=O)c2ccco2)c1,-0.1,i,i,i,i,i,i,i,i,1.7,0.3
COCc1[nH][nH]c(=O)c1C=Nc1ccc(C(F)(F)F)cc1,0.5,i,i,i,i,i,i,i,i,-7.5,-4.9
CCc1ccc(OCC(=O)NC2CCCCC2)c(Br)c1,5.5,i,i,i,i,8.29*,i,i,i,14.7,-1.9
CCOc1ccccc1NC(=O)c1ccccc1N(C)S(=O)(=O)c1ccc(C)cc1,0.0,i,i,i,i,i,i,i,i,15.9,-1.5
C=CCn1c(O)c(N=NC(=S)Nc2cccc(C)c2)c2ccccc21,-0.3,i,i,i,i,i,i,i,i,94.3*,4.8
CCOC(=O)/C(=N\Nc1ccccc1Cl)N1CCN(Cc2ccccc2)CC1,0.0,i,i,i,i,i,i,i,i,-1.5,-1.6
COCCCn1c(SCc2cc(=O)[nH]c3ccccc23)nnc1-c1ccco1,0.1,i,i,i,i,i,i,i,i,10.4,-0.8
